High-throughput results: PubChem, several laboratories
CHRM5 PAM – positive allosteric modulators of human muscarinic M5 receptor; P08912; CHO-K1 hM5, Fluo-8 calcium, ACh EC20 PAM; 0% = ACh EC20, 100% = ACh EC100; activation, % at 3 µM; 360,000 tested, 0.3% active;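 active means activation above the run cutoff, the mean activation of all test compounds plus 3 SD, cut at about 18% in these data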
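Assay system – human M5 receptor in CHO-K1 cells · Read-out – % activation, ACh-normalized · Technique – Fluo-8 calcium fluorescence · Dosing – single-point, 3 µM nominal · Incubation – Fluo-8 loading 80 min at 37 °C plus 30 min room temperature · Repeats – singlicate, one well per test compound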
TAAR1 antag – antagonists of human TAAR1; AID 624466; inhibition, % at 3 µM; 360,000 tested, 1.5% active; CHO RD-HGA16 TAAR1, Fluo-8 calcium fluorescence, antagonist;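 active means inhibition above a per-plate cutoff, the mean inhibition of test compounds on that plate plus 3 SD, cut at about 49% in these data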;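 further: 0% = DMSO plus EC80 beta-PEA response and 100% = DMSO alone without agonist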
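Assay system: RD-HGA16 CHO cells with stable hTAAR1 and Gα16 / Reagent: EC80 β-phenethylamine stimulus / Doses: 3 µM, single point / Timing: dye loading 75 min at 37 °C, then 30 min room temperature / Measured by: Fluo-8 intracellular calcium dye fluorescence, real-time kinetic reads / Controls: vehicle wells and EC80 agonist wells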
CRFR2-BP antag – blocks CRF-induced signaling of the CRF-BP/CRF-R2 complex | HEK293 CRF-R2/CRF-BP, CRF-induced calcium fluorescence | inhibition, % at 11.8 µM | 350,000 tested, 0.59% active | AID 588475;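 active means inhibition of the ligand-induced calcium signal above about 50% at the single tested concentration, limit read from the data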
CHRM4 PAM – potentiates acetylcholine response at human M4 receptor. P08173. CHO-K1 hM4/Gqi5, Fluo-8 calcium fluorescence, ACh EC20; 0% = ACh EC20, 100% = maximal ACh. activation, % at 3 µM. 360,000 tested, 0.4% active;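 active means activation above its plate's cutoff, the mean activation of sample wells plus 3 SD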; further: some results filed as inactive read as strong as hits
Target sequence (P08173 whole entry, looked up): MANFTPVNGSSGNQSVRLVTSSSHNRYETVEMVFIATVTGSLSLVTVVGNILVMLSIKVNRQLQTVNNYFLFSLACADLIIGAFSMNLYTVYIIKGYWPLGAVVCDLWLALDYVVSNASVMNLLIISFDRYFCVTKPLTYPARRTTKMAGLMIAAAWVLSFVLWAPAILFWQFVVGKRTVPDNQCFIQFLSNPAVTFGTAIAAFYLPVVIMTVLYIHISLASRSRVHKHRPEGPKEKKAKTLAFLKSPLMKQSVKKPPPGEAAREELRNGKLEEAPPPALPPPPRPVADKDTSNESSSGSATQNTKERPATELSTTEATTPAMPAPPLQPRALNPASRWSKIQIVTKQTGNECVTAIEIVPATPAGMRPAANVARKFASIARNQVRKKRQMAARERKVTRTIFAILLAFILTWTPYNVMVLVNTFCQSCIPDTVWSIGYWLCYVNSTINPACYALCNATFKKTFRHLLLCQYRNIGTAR
CHRM5 antagonist – antagonists of human muscarinic M5 receptor (CHRM5) | P08912 | CHO-hM5 cells, Fluo-8 calcium fluorescence, ACh EC80 | inhibition, % at 3 µM | 360,000 tested, 0.59% active | AID 624040;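 active means inhibition above a per-plate cutoff, the mean of that plate's test compounds plus 3 SD, cut at about 27% in these data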;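 further: 0% = acetylcholine EC80 with DMSO and 100% = DMSO without agonist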
CHO-K1 Ca PAM – nonselective activator or artifact in parental CHO-K1 calcium assay; activation, % at 3 µM; AID 602247; ATP EC20, Fluo-8 calcium fluorescence; 0% at ATP EC20, 100% at ATP max; 360,000 tested, 0.02% active;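 active means activation above the run cutoff, the mean activation of all test compounds plus 3 SD, cut at about 40% in these data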;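 further: peak over basal fluorescence ratio in a 140 s read after ATP addition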
TAAR1 agonist – human TAAR1 agonism; Q96RJ0; CHO RD-HGA16 TAAR1, Fluo-8 calcium fluorescence; vehicle wells 0%, saturating PEA agonist 100%; activation, % at 3 µM; 360,000 tested, 0.99% active; AID 624467;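 active means activation above the mean activation of all test compounds in the run plus 3 SD, cut at about 38% in these data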
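Test system: RD-HGA16 (CHO) cells co-expressing Gα16 and hTAAR1 / Benchmarks: DMSO vehicle as 0%, PEA at EC100 as 100% / Repeats: no replicates (n 1) / Measure: % activation from peak over basal fluorescence ratio, DMSO-to-PEA scaled / Timing: 17-24 h plating, Fluo-8 75 min 37 °C, 30 min RT / Technique: kinetic Fluo-8 calcium fluorescence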
CHRM5 agonist – CHRM5 agonism in calcium assay; activation, % at 3 µM; 360,000 tested, 0.19% active; CHO-K1 hM5 cells, Fluo-8 calcium fluorescence; 0% DMSO wells, 100% maximal acetylcholine response;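 active means activation above the run's mean over test compounds plus 3 SD, cut at about 23% in these data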;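 further: signal is peak over basal fluorescence ratio across the kinetic read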
CRFR2-BP ag – agonists of human CRF-binding protein/CRF-R2 receptor complex; AID 588473; HEK293 CRF-R2/CRF-BP, calcium dye fluorescence (FLIPR); percent of saturating CRF peptide response; activation, % at 13.2 µM; 350,000 tested, 0.46% active;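 active means activation of at least 50%, plus an integration ratio under a set limit after plate pattern correction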;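 further: plate controls were neutral control wells without compound for no effect and CRF at EC100 for full effect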
Active calls of the source: *; · = no result given.

canonical_smiles	CHO-K1 Ca PAM	CHRM5 PAM	TAAR1 agonist	CHRM5 antagonist	CRFR2-BP antag	TAAR1 antag	CHRM5 agonist	CHRM4 PAM	CRFR2-BP ag
Cn1c(=O)n(CC(=O)N2CCC3(CC2)OCCO3)c(=O)c2ccccc21	18	1	2	-8	-50	7	-1	23	1.6
CN(c1ccc(O)cc1)c1ccc([N+](=O)[O-])c2nonc12	6	-8	0	-2	-6	0	2	1	0.6
CC(C)CC(NC(=O)CCCNC(=O)CCC(=O)OC1O[C@H]2OC3(C)CC[C@H]4[C@H](C)CCC(C1C)C24OO3)C(=O)O (some centres not stated)	-6	3	-2	-3	9	3	-4	8	1.4
CCc1ccc(NC(=O)CCNC(=O)N2C[C@H]3C[C@@H](C2)c2cccc(=O)n2C3)cc1	3	-7	4	5	8	-6	1	0	3.2
CC1CN2c3ccc([N+](=O)[O-])cc3CC3(C(=O)N(C)C(=O)N(C)C3=O)C2C(C)O1 (configuration not stated)	-22	7	1	-12	28	-14	4	-2	-4.4
CCCCn1c(O)c(C(CC)=NCc2cccnc2)c(=O)[nH]c1=O	8	-3	9	3	-9	7	3	2	-0.7
N#CC(Br)Br	10	2	1	5	-4	-13	5	-1	-0.9
CC(=O)NC(Cc1ccc(N(CCCl)CCCl)cc1)C(=O)NCC(=O)NCC(=O)O (configuration not stated)	13	5	1	0	9	-6	1	8	0.2
CCCn1ncc(CN2CCCC(C(=O)c3cccc(OC)c3)C2)c1C (configuration not stated)	16	-19	4	16	0	0	-11	-23	-0.1
O=C1NC(=O)N(c2ccc(F)cc2)C(=O)/C1=C/c1ccc(N2CCOCC2)cc1	6	-1	5	8	-19	-3	0	-7	0.8
O=C(CCCN1CCC(n2c(=O)[nH]c3ccccc32)CC1)c1ccc(F)cc1	0	-14	0	10	-22	-16	1	-17	0.5
COP(=O)(NC(C)=O)SC (configuration not stated)	17	5	1	-5	-3	-11	1	2	-1.5
Cc1cc(OC(=O)N(C)C)nc2c1c(C)nn2C	-3	0	7	-8	0	-25	1	-3	-0.2
Cc1nn(Cc2ccc(Cl)cc2Cl)c(Cl)c1C(=O)NC1CCCc2ccccc21 (configuration not stated)	28	7	1	-10	13	-15	-2	-3	4.2
C/C=C/CC#N	9	2	2	3	11	11	1	1	-1.1
COC(=O)C1=C(c2ccc(S(C)(=O)=O)cc2)C[C@@H]2CC[C@H]1N2C(=O)NCc1ccco1	12	1	18	2	1	-14	0	4	0.2
Cc1ccccc1CCNCc1ccc(Br)cc1	16	9	71*	-1	-63	50*	-4	2	-1.2
Cc1ccc(OC(=O)N(C)C[C@H]2OCc3cnnn3CCCC(=O)N([C@H](C)CO)C[C@@H]2C)cc1	6	-3	1	0	-12	-6	0	0	4.9
O=C1CN(O)C(c2ccccc2)=c2cc(Cl)ccc2=N1	5	-3	8	1	0	-8	1	-6	-0.2
COc1cc2c(cc1OC)C13CCN4CC5=CCOC(CC(=O)O)C(C5CC41)C3N2 (configuration not stated)	11	-1	0	3	-12	2	0	-2	0.0

Next section; it opens with the 3 that closed the last part.
canonical_smiles	CHO-K1 Ca PAM	CHRM5 PAM	TAAR1 agonist	CHRM5 antagonist	CRFR2-BP antag	TAAR1 antag	CHRM5 agonist	CHRM4 PAM	CRFR2-BP ag
Cc1ccc(OC(=O)N(C)C[C@H]2OCc3cnnn3CCCC(=O)N([C@H](C)CO)C[C@@H]2C)cc1	6	-3	1	0	-12	-6	0	0	4.9
O=C1CN(O)C(c2ccccc2)=c2cc(Cl)ccc2=N1	5	-3	8	1	0	-8	1	-6	-0.2
COc1cc2c(cc1OC)C13CCN4CC5=CCOC(CC(=O)O)C(C5CC41)C3N2 (configuration not stated)	11	-1	0	3	-12	2	0	-2	0.0
C/C(=N\Nc1ccccc1)c1c(O)[nH]c(=O)[nH]c1=O	-3	12	4	-3	14	-26	-4	9	-1.5
Cc1ccc(S(=O)(=O)N2Cc3cc(N4CCOCC4)ccc3-n3nncc3C2)cc1	17	1	5	2	·	0	3	4	·
COc1nc2ccccc2c(=O)n1-c1ccc(Cl)cc1	16	-5	-1	7	18	-10	0	-5	-0.1
CCn1nc(-c2ccccc2)nc2c(=O)n(C)c(=O)nc1-2	-4	4	·	19	-27	·	8	-2	7.0
O=C1Nc2cc(C(=O)N3CCC4(CC3)OCCO4)ccc2S/C1=C\c1ccccc1	6	5	6	-2	-19	9	1	0	2.8
O=S(=O)(c1ccc(F)cc1)N1CCCC1c1cccnc1 (configuration not stated)	13	-6	5	9	-7	-53	-2	2	-0.2
NCCc1ccc(OCc2ccccc2)c(OCc2ccccc2)c1	7	15	55*	2	-37	46	10	8	1.2

Ordered by length of the SMILES (descending): part of the list above.
canonical_smiles	CHO-K1 Ca PAM	CHRM5 PAM	TAAR1 agonist	CHRM5 antagonist	CRFR2-BP antag	TAAR1 antag	CHRM5 agonist	CHRM4 PAM	CRFR2-BP ag
CCn1nc(-c2ccccc2)nc2c(=O)n(C)c(=O)nc1-2	-4	4	·	19	-27	·	8	-2	7.0
NCCc1ccc(OCc2ccccc2)c(OCc2ccccc2)c1	7	15	55*	2	-37	46	10	8	1.2
COc1nc2ccccc2c(=O)n1-c1ccc(Cl)cc1	16	-5	-1	7	18	-10	0	-5	-0.1

Shown with values under each structure: entries from further up
Values in the order: CHO-K1 Ca PAM, CHRM5 PAM, TAAR1 agonist, CHRM5 antagonist, CRFR2-BP antag, TAAR1 antag, CHRM5 agonist, CHRM4 PAM, CRFR2-BP ag
- O=C1Nc2cc(C(=O)N3CCC4(CC3)OCCO4)ccc2S/C1=C\c1ccccc1
→ 6, 5, 6, -2, -19, 9, 1, 0, 2.8
- C/C(=N\Nc1ccccc1)c1c(O)[nH]c(=O)[nH]c1=O
→ -3, 12, 4, -3, 14, -26, -4, 9, -1.5

Among those listed so far, three contain a COOH group:
canonical_smiles	CHO-K1 Ca PAM	CHRM5 PAM	TAAR1 agonist	CHRM5 antagonist	CRFR2-BP antag	TAAR1 antag	CHRM5 agonist	CHRM4 PAM	CRFR2-BP ag
CC(C)CC(NC(=O)CCCNC(=O)CCC(=O)OC1O[C@H]2OC3(C)CC[C@H]4[C@H](C)CCC(C1C)C24OO3)C(=O)O (some centres not stated)	-6	3	-2	-3	9	3	-4	8	1.4
CC(=O)NC(Cc1ccc(N(CCCl)CCCl)cc1)C(=O)NCC(=O)NCC(=O)O (configuration not stated)	13	5	1	0	9	-6	1	8	0.2
COc1cc2c(cc1OC)C13CCN4CC5=CCOC(CC(=O)O)C(C5CC41)C3N2 (configuration not stated)	11	-1	0	3	-12	2	0	-2	0.0

The list is partial; the hit share may differ from the screen's.
